Screening results (PubChem)
PLAP activator: activators of human placental alkaline phosphatase | 1.2% of 96,000 active | purified PLAP enzyme, luminescent substrate read-out; stronger effect = higher value | activation fold at 20 µM; in the data active means activation fold above about 2
ERa SRC1 pot: ER-alpha (human) coactivator binding potentiation; P03372; TR-FRET ERalpha-LBD/SRC-Cy5 coactivator binding, 2 h; 100 = basal binding, no effect; coactivator binding (% of control), % at 25.6 µM; 1.3% of 86,000 active; in the data active means activity above about 200%;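 further: binding measured in presence of low estradiol as agonist stimulus; 0% = peptide alone without receptor and 100% = receptor with peptide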
E coli WT exp: E. coli BW25113 growth inhibition, expanded screen | OD600 absorbance | growth inhibition, % at 100 µM | 0.15% of 98,000 active | AID 710;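 active means growth inhibition above about 50% at one test dose, limit read from the data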;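 further: growth measured after 20 h incubation at 37 °C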
Mac1 fbg enh: enhancers of human CD11b/CD18 binding to fibrinogen; P05107+P11215; K562 CD11b/CD18 adhesion to fibrinogen, ATPlite luminescence; activation, % at 10 µM; 0.07% of 93,000 active;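 active means 10 µM primary screen giving 50% or more activity, confirmed by 40% or more on retest at that dose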; further: strong numbers were not always called active; reference of the scale not given here
MT1-MMP txn act: activates MT1-MMP transcription; HT1080 MT1-MMP promoter luciferase reporter, luminescence, overnight; stronger effect = higher value; 0.16% of 86,000 active; activation factor at 10 µM;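 active means activation factor of at least 2 for MT1-MMP transcription at 10 µM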
ERb SRC1 inh: blocks coactivator binding to human estrogen receptor beta | AID 633 | TR-FRET ER-beta LBD / SRC1-Cy5 peptide binding; receptor agonist-loaded with 1 µM estradiol | inhibition, % at 25.6 µM | 1.3% of 86,000 active | Q92731;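 active means compounds whose percent inhibition of the receptor-coactivator binding signal exceeds about 50% in the single-dose screen, limit read from the data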;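 further: 0% = receptor plus peptide wells without compound and 100% = peptide-only wells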
FAK inh: FAK (human) kinase inhibition; Q05397; biochemical FAK kinase activity assay; inhibition, %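 (tested at 7 µM)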; 0.84% of 97,000 active; in the data active means inhibition above about 19%;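 further: 0% = DMSO and 100% = reference compound high control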
Target sequence (Q05397 whole entry, looked up): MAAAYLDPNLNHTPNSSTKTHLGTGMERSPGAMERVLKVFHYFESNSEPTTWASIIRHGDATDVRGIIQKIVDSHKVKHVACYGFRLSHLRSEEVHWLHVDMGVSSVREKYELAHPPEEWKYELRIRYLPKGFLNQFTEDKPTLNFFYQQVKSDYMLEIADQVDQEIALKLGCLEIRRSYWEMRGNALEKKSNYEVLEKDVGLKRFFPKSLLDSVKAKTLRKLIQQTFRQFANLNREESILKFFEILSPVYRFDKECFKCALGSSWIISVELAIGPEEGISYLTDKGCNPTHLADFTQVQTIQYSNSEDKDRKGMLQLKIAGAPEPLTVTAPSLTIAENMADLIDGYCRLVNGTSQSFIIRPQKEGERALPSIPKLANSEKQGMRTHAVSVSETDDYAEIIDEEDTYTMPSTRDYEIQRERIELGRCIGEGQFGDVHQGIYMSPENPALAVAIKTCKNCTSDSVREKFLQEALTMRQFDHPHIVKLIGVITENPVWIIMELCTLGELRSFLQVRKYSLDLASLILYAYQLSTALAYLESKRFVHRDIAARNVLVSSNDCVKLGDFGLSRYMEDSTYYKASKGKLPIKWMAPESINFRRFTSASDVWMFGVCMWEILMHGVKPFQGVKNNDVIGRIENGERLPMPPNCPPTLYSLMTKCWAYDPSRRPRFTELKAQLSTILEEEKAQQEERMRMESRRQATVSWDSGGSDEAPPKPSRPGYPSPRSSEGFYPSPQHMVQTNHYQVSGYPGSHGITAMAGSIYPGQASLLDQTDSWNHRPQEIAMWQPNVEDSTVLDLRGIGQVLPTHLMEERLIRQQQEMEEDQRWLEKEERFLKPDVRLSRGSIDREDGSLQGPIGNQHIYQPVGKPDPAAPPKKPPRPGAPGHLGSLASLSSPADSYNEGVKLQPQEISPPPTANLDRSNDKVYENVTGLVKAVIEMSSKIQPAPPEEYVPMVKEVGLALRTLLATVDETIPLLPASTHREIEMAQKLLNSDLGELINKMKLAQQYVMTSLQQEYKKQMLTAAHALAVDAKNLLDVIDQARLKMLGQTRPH
CD11b adhes inh: inhibitors of human CD11b/CD18 binding to fibrinogen | K562 CD11b/CD18 adhesion to fibrinogen, ATPlite luminescence; Mn2+ added to activate the integrin | AID 1497 | 0.54% of 93,000 active | inhibition, % at 10 µM;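 active means primary inhibition of 50% or more at 10 µM, then 40% or more on retest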; further: some results filed as inactive read as strong as hits
ERa coact inh: blocks coactivator binding to human estrogen receptor alpha | P03372 | TR-FRET ER-alpha LBD / SRC-1 peptide, estradiol-bound | inhibition, % at 25.6 µM | 1.7% of 86,000 active; in the data active means inhibition above about 50%;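 further: 0% = receptor plus peptide control and 100% = peptide only without receptor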
Numbers without * were called inactive; / = no result given; [ ] = another dose, or the depositor's remark.

A first look, nine compounds:
SMILES | PLAP activator | ERa SRC1 pot | E coli WT exp | Mac1 fbg enh | MT1-MMP txn act | ERb SRC1 inh | FAK inh | CD11b adhes inh | ERa coact inh
CCN(C(=O)CSc1nnc(Cc2ccccc2F)n1N)C1CCS(=O)(=O)C1 (stereo unspecified) | 1 | 104 | 8 | 4 | 1.2 | -7 | 1 | 7 | -8
CCOc1cccc(C(=O)Nc2nccs2)c1 | / | 111 | / | / | 1.6 | -6 | 2 | / | -13
COC(=O)/C(=C1/Oc2cc3c(cc2S1)OCO3)C(F)(F)F | 0.8 | 112 | 2 | 53 | 1.5 | 6[fluorescence artefact?] | / | -18 | 5[fluorescence artefact?]
Cc1ccc(S(=O)(=O)Nc2ccc3c(c2)nc2n3CCN(Cc3ccccc3)C2)cc1 | 1.4 | 125 | 2 | -2 | 1 | -9 | 15 | -2 | -7
Brc1ccccc1OCCCN1CCOCC1 | / | 116 | 6 | / | / | 0[fluorescence artefact?] | 6 | / | -1
Fc1ccc(NCc2nnc(SCc3nnc(-c4ccccc4)o3)n2Cc2ccccc2)cc1 | 1.7 | 117 | -17 | -1 | 1.1 | -8 | 2 | 20 | -6
Cc1ccc(N=N/C(=C\O)C(=O)c2ccncc2)cc1 | 1.2 | 92 | 13 | 1 | 1 | 4 | 2 | -2 | 16
CCOC(=O)c1ccccc1NC(=O)Cn1c(-c2nonc2N)nc2ccccc21 | 1.3 | 76 | -11 | 2 | 0.7 | 29 | / | 16 | 29
COc1cccc(OCC(O)CN2CCC(Cc3ccccc3)CC2)c1 (stereo unspecified) | 1.5 | 100 | -5 | -5 | 1 | -6 | -1 | -3 | -6[fluorescence artefact?]

The list itself, repeating the preview:
SMILES | PLAP activator | ERa SRC1 pot | E coli WT exp | Mac1 fbg enh | MT1-MMP txn act | ERb SRC1 inh | FAK inh | CD11b adhes inh | ERa coact inh
CCN(C(=O)CSc1nnc(Cc2ccccc2F)n1N)C1CCS(=O)(=O)C1 (stereo unspecified) | 1 | 104 | 8 | 4 | 1.2 | -7 | 1 | 7 | -8
CCOc1cccc(C(=O)Nc2nccs2)c1 | / | 111 | / | / | 1.6 | -6 | 2 | / | -13
COC(=O)/C(=C1/Oc2cc3c(cc2S1)OCO3)C(F)(F)F | 0.8 | 112 | 2 | 53 | 1.5 | 6[fluorescence artefact?] | / | -18 | 5[fluorescence artefact?]
Cc1ccc(S(=O)(=O)Nc2ccc3c(c2)nc2n3CCN(Cc3ccccc3)C2)cc1 | 1.4 | 125 | 2 | -2 | 1 | -9 | 15 | -2 | -7
Brc1ccccc1OCCCN1CCOCC1 | / | 116 | 6 | / | / | 0[fluorescence artefact?] | 6 | / | -1
Fc1ccc(NCc2nnc(SCc3nnc(-c4ccccc4)o3)n2Cc2ccccc2)cc1 | 1.7 | 117 | -17 | -1 | 1.1 | -8 | 2 | 20 | -6
Cc1ccc(N=N/C(=C\O)C(=O)c2ccncc2)cc1 | 1.2 | 92 | 13 | 1 | 1 | 4 | 2 | -2 | 16
CCOC(=O)c1ccccc1NC(=O)Cn1c(-c2nonc2N)nc2ccccc21 | 1.3 | 76 | -11 | 2 | 0.7 | 29 | / | 16 | 29
COc1cccc(OCC(O)CN2CCC(Cc3ccccc3)CC2)c1 (stereo unspecified) | 1.5 | 100 | -5 | -5 | 1 | -6 | -1 | -3 | -6[fluorescence artefact?]
Nc1ccc2nc(-c3cccs3)[nH]c2c1 | / | 72 | / | / | 1.7 | 56*[fluorescence artefact?] | 1 | / | 43[fluorescence artefact?]
NC(=O)c1ccsc1NC(=O)COC(=O)C1CCCN1C(=O)c1cccs1 (stereo unspecified) | 1.2 | 44[fluorescence artefact?] | 5 | -1 | 1.1 | 68*[fluorescence artefact?] | 2 | 19 | 53*[fluorescence artefact?]
COc1ccc(N2C(=O)C3C4C=CC(CC4)C3C2=O)c([N+](=O)[O-])c1 (stereo unspecified) | 0.9 | / | 0 | -3 | / | / | -2 | 6 | /
C[C@H](NC(=O)NC1CCCc2ccccc21)C(=O)O (stereo partly specified) | 1 | 107 | -2 | 2 | 1.2 | -9 | 2 | -4 | -2
CCOc1ccc(NC(=O)N(CCC(C)C)C(C)c2ccco2)cc1 (stereo unspecified) | 1.1 | / | -4 | / | 1 | / | 3 | / | /
Cc1cccc(N2CCN(S(=O)(=O)c3ccc4c(c3)n(C)c(=O)c(=O)n4C)CC2C)c1 (stereo unspecified) | 0.8 | 86 | -1 | / | 1.1 | -7 | 1 | / | -18
CCOc1ccc(S(=O)(=O)N(CC(=O)N2CCc3ccccc32)Cc2ccco2)cc1 | 1.2 | 117 | -34 | 0 | 1.3 | -5[fluorescence artefact?] | / | 1 | -9
CCOCC(=O)N1CCCC(C(=O)OCC)C1 (stereo unspecified) | 0.9 | 106 | 3 | -1 | 1.2 | -6 | -1 | -20 | -3
CCCc1nc2ccc(NC(=O)NCCC(=O)OCC)cc2c(=O)n1Cc1ccc(Cl)cc1 | / | 98 | / | / | 1.1 | -3 | 5 | / | -4
Nc1c(S(=O)(=O)c2cccs2)c2nc3ccccc3nc2n1Cc1cccs1 | 0.9 | 151 | -1 | -2 | 1.1 | 23[fluorescence artefact?] | -5 | -5 | 30
COC(=O)C1C2C=CC(C3CC23)C1C(=O)OCC(=O)c1ccccc1 (stereo unspecified) | 1.2 | / | -14 | 10 | / | / | 3 | 5 | /

One compound at a time (already shown). Values in the order: PLAP activator, ERa SRC1 pot, E coli WT exp, Mac1 fbg enh, MT1-MMP txn act, ERb SRC1 inh, FAK inh, CD11b adhes inh, ERa coact inh
Results for CCCc1nc2ccc(NC(=O)NCCC(=O)OCC)cc2c(=O)n1Cc1ccc(Cl)cc1 : /, 98, /, /, 1.1, -3, 5, /, -4
Results for CCOCC(=O)N1CCCC(C(=O)OCC)C1 (stereo unspecified) : 0.9, 106, 3, -1, 1.2, -6, -1, -20, -3

New compounds follow
SMILES | PLAP activator | ERa SRC1 pot | E coli WT exp | Mac1 fbg enh | MT1-MMP txn act | ERb SRC1 inh | FAK inh | CD11b adhes inh | ERa coact inh
CCCC(CCC(=O)Nc1ccc(C(=O)OCC)cc1)C(=O)O (stereo unspecified) | / | 107 | -6 | / | 1 | -5 | -2 | / | -6
COc1ccc(Cc2c[nH]c(=O)[nH]c2=O)cc1 | 1 | 90 | -1 | -2 | 1.2 | -4 | -4 | -11 | -1
CCOC(=O)N1CCN(C(=O)CC(C(=O)N2CCc3ccccc32)n2ccnc2)CC1 (stereo unspecified) | 1.4 | 122 | -3 | -6 | 1.1 | -2 | -7 | -6 | -7
COc1ccc(Cl)c(Cn2c(NCc3ccccn3)nc3c2c(=O)n(C)c(=O)n3C)c1 | 1.2 | 121 | -9 | -2 | 1.2 | -8 | -1 | 4 | -3
COc1ccc(N2C(=O)CC(Nc3ccc(N4CCOCC4)cc3)C2=O)c(OC)c1 (stereo unspecified) | 1.2 | 107 | 3 | -5 | 1 | 11 | -1 | -10 | -55[fluorescence artefact?]
O=C(/C=C/c1ccccc1)N1CCN(C(=O)c2ccco2)CC1 | / | 107 | / | / | 1.2 | -5 | 0 | / | -1
O=C(CNC(=O)c1ccc(Cl)cc1Cl)NCC(=O)Nc1ccccc1N1CCOCC1 | 1.4 | 117 | 3 | -3 | 1.1 | 2[fluorescence artefact?] | 6 | 3 | 2[fluorescence artefact?]
CNC(=O)c1c(N)sc2c1CCCCC2 | 1.3 | 82[fluorescence artefact?] | -3 | 15 | 1.1 | 16[fluorescence artefact?] | -4 | -13 | 14
Cc1cc(C)n2c(Nc3ccc4c(c3)OCCO4)c(-c3ccco3)nc2n1 | 1.6 | / | -2 | 0 | / | / | 3 | -6 | /
C=CCNC(=O)CCCCC(=O)NCC=C | 0.8 | 100 | 3 | 2 | 1.1 | 18[fluorescence artefact?] | -4 | -25 | 8
COc1ccc(C2N3CC4(C)CN2CC(C)(C3)C4)cc1OC (stereo unspecified) | 0.9 | 107 | 7 | 0 | 1 | -5 | / | -3 | -15
O=C(O)c1cccnc1SC1CC(=O)N(Cc2ccccc2)C1=O (stereo unspecified) | 1.1 | 96 | 3 | 0 | 1.1 | 6 | -1 | -20 | -1
CCC(C)N1C(=O)CCC1C(=O)N1CCN(c2ccccc2F)CC1 (stereo unspecified) | 1 | 116 | 2 | -6 | 1 | -3 | -1 | -12 | -8
O=C(NCCN1CCOCC1)c1ccccc1[N+](=O)[O-] | 0.9 | / | 2 | -3 | / | / | -7 | -1 | /
CCn1c(C)c2c([n+]1CC)CC(C)(C)CC2=O | 1 | 119[fluorescence artefact?] | 2 | 2 | 1 | -1[fluorescence artefact?] | -1 | -22 | 2[fluorescence artefact?]
O=C(NCCN1CCOCC1)c1cc(-c2ccccc2)on1 | 1.1 | 119 | 8 | 6 | 1.2 | -3 | -5 | -9 | -3
Cc1nnc(Nc2ccc3c(c2)OCO3)c2ccccc12 | 0.6 | 85 | 8 | -2 | 1.6 | 2 | 1 | -1 | -3
Cc1oc(-c2ccccc2)nc1CC(=O)O | 1 | 109 | -2 | -7 | / | 4 | -1 | 7 | -6
CCOC(=O)C1CCN(C(C(=O)NC2CCCC2)c2ccc(C)cc2)CC1 (stereo unspecified) | 1.5 | 87[fluorescence artefact?] | 9 | 4 | / | 11 | 3 | 12 | 15
O=C(c1nsc(Cl)c1Cl)N1CCCCC1 | 0.9 | 117 | -2 | -1 | 1.1 | -1[fluorescence artefact?] | -4 | -3 | 1
O=S(=O)(Cc1ccccc1Cl)CC(O)COc1ccccc1Cl (stereo unspecified) | 0.7 | 112[fluorescence artefact?] | 5 | 2 | 1.2 | -16 | -1 | 8 | -2
COC(=O)CCC(=O)Nc1ccc(S(=O)(=O)N2CCCCCC2)cc1 | 1.1 | / | -8 | 10 | 1.1 | / | 2 | -47 | /
CC1CCC(C(=O)NC(C(=O)NCc2cccnc2)C(C)C)CC1 (stereo unspecified) | 1.1 | 119[fluorescence artefact?] | 5 | -4 | 1.3 | -3[fluorescence artefact?] | 2 | -17 | 5[fluorescence artefact?]
Cc1cc(=O)[nH]c(Nc2c(C)n(C)n(-c3ccccc3)c2=O)n1 | 0.8 | 117 | 0 | -2 | 1 | -4 | 2 | -24 | -10
COc1ccc(S(=O)(=O)N2CCN(C(=O)c3c(C)nn(-c4ccccc4)c3Cl)CC2)cc1 | 1.8 | 114 | -9 | 1 | 1.1 | 5 | -8 | -5 | -5
CCC(OC(=O)c1cccs1)C(=O)NCc1ccco1 (stereo unspecified) | 1.4 | 101 | 12 | / | 0.9 | -3 | -1 | / | 0
CCCC(C)NC(=O)c1nc(-c2ccccc2)n(-c2ccccc2)n1 (stereo unspecified) | 1.3 | 117 | 11 | 0 | 1.2 | -6 | 1 | 2 | -1
CCCS(=O)(=O)N1CCN(Cc2ccc(OCc3ccccc3)c(OC)c2)CC1 | / | 123 | / | / | 1.2 | -6 | 1 | / | 5
CCOC(=O)C1CCN(S(=O)(=O)c2ccc3c4c(cccc24)C(=O)N3)CC1 | 1.2 | 99 | -1 | 0 | 1.1 | 2 | -2 | -17 | -4
Cc1c(C)[n+](=O)c(-c2cccs2)c(C)n1[O-] | / | 119 | -9 | / | 1.2 | -6 | -1 | / | -18
COc1ccc(C2=NOC(C(=O)N3CCCc4ccccc43)C2)cc1 (stereo unspecified) | 1.1 | 101 | -2 | 0 | 1.1 | 3[fluorescence artefact?] | 3 | 0 | 6[fluorescence artefact?]
O=C1C=C(N2CCN(C(=O)c3ccccc3)CC2)C2(CCCCC2)O1 | 0.9 | / | 3 | / | 1.1 | / | -2 | / | /
CC(C)(Oc1ccc(Cl)cc1)C(=O)Nc1cccnc1 | 1 | / | 2 | 0 | 1.2 | / | 2 | -4 | /
O=C(Nc1ccccc1Cl)c1cccs1 | 0.8 | 82 | 1 | -3 | 1.3 | 2 | -2 | -4 | 0
CCOC(=O)N1CCN(C(=O)CSc2nnc(COc3ccccc3)o2)CC1 | 1 | 108 | 3 | 0 | 1 | 0 | 0 | -12 | -2
Cc1nc(Oc2cccc(Cl)c2)c2oc3ccccc3c2n1 | 0.8 | 93 | 2 | -4 | 1 | 74*[fluorescence artefact?] | -1 | 16 | 1
CCN1CCN(c2nc3c(c(=O)[nH]c(=O)n3C)n2CCSc2nc3ccccc3s2)CC1 | 1.7 | 96 | -8 | -2 | 1 | -12 | 1 | 19 | -4
Clc1ccc(Nc2nc(-c3ccncc3)cs2)cc1 | / | 117[fluorescence artefact?] | / | / | 1.7 | 44[fluorescence artefact?] | 17 | / | 76*
